Compound activity as filed in PubChem BioAssay.
Pf gamet viab – late stage P. falciparum gametocyte viability inhibitors, primary screen, ATP luminescence, HTS. P. falciparum stage V gametocytes, 24 h. inhibition, % at 10.9 µM. 150,000 compounds, 0.065% hits. AID 743093, 2013;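 active = inhibition above the mean plus 3 SD of compounds within the control limits, set per campaign, cut at about 38% in these data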;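 note: 0% = DMSO wells and 100% = medium only without gametocytes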
Starred values were filed as active, the others as inactive.

smiles | Pf gamet viab
CCOC(=O)[C@H]1[C@H]2COc3ccccc3[C@@H]2N2C(=O)CNC(=O)[C@@]12C | -10
CCOc1ccc(N(CC(=O)Nc2ccc(Br)cc2)S(C)(=O)=O)cc1 | -19
NS(=O)(=O)c1ccc(CCNC/C=C/c2ccccc2)cc1 | 14
Cc1ccc(S(=O)(=O)c2ccc(Cl)cc2)cc1S(N)(=O)=O | 4
CCCCc1nc2sc3c(c2c(=O)[nH]1)CC(C)(C)OC3 | 9
CC(NCc1ccc(OCC(N)=O)cc1)C12CC3CC(CC(C3)C1)C2 (stereo not drawn) | -26
Cc1cccc(OCCn2ccnc2)c1 | -21
CCOC(=O)Cc1csc(NC(=O)c2cccc(Cl)c2)n1 | -32
CC(=O)Nc1ccc(NC(=O)c2ccc(CN3CCc4ccccc4C3)cc2)cc1 | -2
COc1cc(C(C2C(=O)CC(C)(C)CC2=O)C2C(=O)CC(C)(C)CC2=O)ccc1OC(C)=O | 16
COc1ccccc1CNC(=O)c1cc(-c2ccccc2)nn1CC1CC(c2cccnc2)=NO1 (stereo not drawn) | 8
CS(=O)(=O)N(CC(=O)N1CCCCCC1)c1ccc(Cl)cc1 | 20
CCOC(=O)C1CCCN(CCc2ccccc2)C1 (stereo not drawn) | -6
C1=C[C@@H]2CCN(Cc3ccccc3)Cc3cccc(c32)C1 | -3
CCC1=NN(C(=O)c2ccccc2O)C(O)(c2ccccc2)C1 (stereo not drawn) | -23
C/C(=N/NC(=O)c1ccncc1)c1ccccc1 | -2

Part of the list above in order of SMILES length, low to high.
smiles | Pf gamet viab
C/C(=N/NC(=O)c1ccncc1)c1ccccc1 | -2
CCC1=NN(C(=O)c2ccccc2O)C(O)(c2ccccc2)C1 (stereo not drawn) | -23
COc1ccccc1CNC(=O)c1cc(-c2ccccc2)nn1CC1CC(c2cccnc2)=NO1 (stereo not drawn) | 8

Continuation.
smiles | Pf gamet viab
C=CCOc1ccc(C(=O)O)cc1Cl | 21
CCOC(=O)c1cc(-c2ccccc2C)n(CC2CC(c3cccc([N+](=O)[O-])c3)=NO2)n1 (stereo not drawn) | -16
COc1ccc(C(=O)Nc2ccc3ccccc3n2)cc1OC | -17
O=C(O)c1ccc(SCc2ccccc2)nc1 | -41
Cn1ccnc1C(O)c1cccc(OCc2ccccc2)c1 (stereo not drawn) | 5
C=CCc1ccccc1OCC(O)CN1CCOCC1 (stereo not drawn) | 23
O=C1NC(c2ccc(O)cc2)Nc2ccccc21 (stereo not drawn) | 0
CCC1(c2ccccc2)C(=O)N(C(=O)OC(C)(C)C)N1C(=O)OC(C)(C)C (stereo not drawn) | 11
O=c1[nH]c(-c2ccccc2)ncc1Oc1ccccc1 | -2
CCOC(=O)[C@H]1[C@H]2COc3ccccc3[C@@H]2N2C(=O)c3cc(OC)ccc3NC(=O)[C@@]12C | -7
Cn1nccc1C(=O)Nc1cc(Cl)ccc1Cl | 6
Cc1cc(S(=O)(=O)N2CCN(c3ccccn3)CC2)c(C)cc1Cl | 4
CCC(=O)c1c(CC)c2n3c1CC[C@H]3CCC2 | -7
CCc1nc2ccccc2c(=O)n1/N=C/c1ccc(Cl)cc1 | -11
CCOc1cc(/C=C2\SC(=NC)N(C)C2=O)c(Br)cc1OC(C)=O | 9
CCN1C(=NCc2ccco2)N[C@@H](c2cccc(C(F)(F)F)c2)C(C(=O)OC)=C1C | -12
CN(C)c1ccc(-c2nnc(-c3ccccc3F)o2)cc1 | 17
CN1CCN(c2nc3c(c(=O)n(C)c(=O)n3C)n2Cc2ccccc2Cl)CC1 | -14
C[C@H](CO)N1C[C@H](C)[C@@H](CN(C)Cc2ccc(Cl)c(Cl)c2)Oc2c(NC(=O)c3ccncc3)cccc2C1=O | -30
CCn1cnc2scc(-c3ccc(OC)cc3)c2c1=O | 22
COc1cc(C(=O)N2CCN(Cc3ccc4c(c3)OCO4)CC2)cc(OC)c1OC | -11
COc1ccccc1N1CCN(C2CCCN(Cc3cccc(O)c3)C2)CC1 (stereo not drawn) | 13
CCN1C(=O)[C@H]2[C@@H](c3ccc(C)cc3)N3C(=O)N(c4ccc(OC)cc4)C(=O)[C@@]3(C)[C@H]2C1=O | -3
CCN(CCO)C(=O)c1ccc2nc(Cc3ccc(OC)cc3)oc2c1 | -5
COc1cccc(N=NC2C(=O)N(C(N)=S)N=C2C)c1 (stereo not drawn) | 15
CCc1sc(C(=O)NCCCn2ccnc2)cc1Br | -1
CCOc1cccc(CN(C)CC2CCCN(CCc3ccc(Cl)cc3)C2)c1O (stereo not drawn) | -16
COc1ccc(CNCc2ccc(C(F)(F)F)cc2)cc1OC | -10
COCCC(=O)N1CCC(Oc2ccc(C(=O)NC3CCCCC3)cc2)CC1 | 0
COc1ccc(-c2cc3ccccc3oc2=O)cc1 | 9
O=C(c1ccc(Cl)cc1)C(CN1CCCC1)c1ccccc1 (stereo not drawn) | -17
Cc1ccn2c(NC(=O)c3ccccc3)c(-c3ccccc3)nc2c1 | -10
CCCCCCC(CC(=O)NCc1cccnc1)CC(=O)NCc1cccnc1 | 4
Cc1ccccc1S(=O)(=O)Oc1cccc2c(O)cccc12 | 13
COC(=O)C1=C(C(=O)OC)[C@]2([C@H]3CCCCN[C@@H](Cc4ccccc4)C(=O)N3Cc3ccccc3)C=C[C@H]1O2 | 3
C[C@@H]1CN([C@H](C)CO)C(=O)c2cc(NS(=O)(=O)c3cn(C)cn3)ccc2O[C@H]1CN(C)C(=O)Nc1ccccc1 | -6
O=c1cc(Cl)[nH]n(-c2ccccc2)c1=O | 9
CC(C)NC(=O)Nc1ccc2c(c1)C(=O)N([C@H](C)CO)C[C@@H](C)[C@@H](CN(C)C(=O)NC1CCCCC1)O2 | -40
Nc1ccccc1-c1nc2ccccc2c(=O)o1 | -34
COc1ccc(CCNS(=O)(=O)c2ccc(Br)cc2)cc1OC | -20

Some of the entries so far, field by field:
smiles: COc1ccc(CCNS(=O)(=O)c2ccc(Br)cc2)cc1OC
- Pf gamet viab = -20
smiles: COC(=O)C1=C(C(=O)OC)[C@]2([C@H]3CCCCN[C@@H](Cc4ccccc4)C(=O)N3Cc3ccccc3)C=C[C@H]1O2
- Pf gamet viab = 3

Later entries
smiles | Pf gamet viab
CCCCOc1ccc(N2C(N)=NC(N)=NC23CCCCC3)cc1 | 9
Cn1c(C(=O)O)cc2cc(Oc3ccccc3)ccc21 | -7
CCOc1ccc(N2C(=O)C(Cl)=C(N3CCOCC3)C2=O)cc1 | -12
COc1cc(Br)c(C2CC(=O)Nc3cc(OC)c(OC)cc32)cc1OC (stereo not drawn) | -31
COc1ccc(OC)c(CN2CCN(Cc3cc(OC)c(OC)c(OC)c3)CC2)c1 | 3
CCc1ccc(Nc2ccc3nonc3c2[N+](=O)[O-])cc1 | 7
COc1ccc(-n2nnnc2SCC(=O)Nc2cccc(O)c2)cc1 | -23
COC(=O)CCC(=O)N1CCCC(C(=O)c2cc(F)ccc2F)C1 (stereo not drawn) | 9
COC(=O)c1ccc(/C=C/c2c(-c3ccsc3)oc3ccc(N4CCOCC4)cc23)cc1 | -1
COc1ccc(OCC(=O)OC(C)CN2CCCCC2)cc1 (stereo not drawn) | 8
CC(C)(C)NC(=O)Cn1nnc(-c2ccc(OCc3c(F)cccc3Cl)cc2)n1 | 20
Cc1ccc(CN2CCN(c3ccccc3)CC2)o1 | 3
Cc1cccc2cc(C#N)c(N3CCOCC3)nc12 | -17
CCN(CC)CCNc1nc(C(F)(F)F)nc2c1nnn2Cc1ccccc1 | 5
CC1CCN(CCn2c(=S)[nH]c3ccccc3c2=O)CC1 | -20
CS(=O)(=O)N(CC(=O)O)c1cc(C(F)(F)F)ccc1Cl | 3
CC1CN(CCc2ccccc2)C(C)C/C1=N/O (stereo not drawn) | 6
COc1ccc(OC)c(C(=O)Nc2ccc3[nH]ccc3c2)c1 | -15
CC(Sc1cccc[n+]1[O-])c1ccccc1 (stereo not drawn) | -17
COc1cc(OC)c(/C=N/N2CCN(c3ccccc3OC)CC2)c(OC)c1 | -8
CC(O)c1nc(C(C)O)n(CC(=O)c2ccccc2)n1 (stereo not drawn) | -15
CCOC(=O)C1=CN2CCCC[C@@H]2CC1=O | 4
COc1ccc(CCNC(=O)C2COc3ccccc3O2)cc1OC (stereo not drawn) | -3
Cc1ccsc1C(=O)NCc1ccc(Cl)cc1 | -5

As entered above.
In Pf gamet viab, CCOC(=O)C1=CN2CCCC[C@@H]2CC1=O reads 4
In Pf gamet viab, COc1cc(OC)c(/C=N/N2CCN(c3ccccc3OC)CC2)c(OC)c1 reads -8
In Pf gamet viab, COc1ccc(OC)c(C(=O)Nc2ccc3[nH]ccc3c2)c1 reads -15

(continued)
smiles | Pf gamet viab
O=[N+]([O-])c1ccccc1S(=O)(=O)N1CCCc2ccccc21 | 10
Cc1nn(-c2ccc(NC(=O)c3ccncc3)cc2)c(C)c1Cl | -4
O=C(Cc1ccc(Br)cc1)N1CCc2ccccc2C1 | -1
Cc1cccc(N2C(=O)CC(N3CCN(c4ccc(Cl)cc4)CC3)C2=O)c1 (stereo not drawn) | 9
COc1cc(C(=O)N2CCNCC2)cc(OC)c1OC | -15
COc1ccc(C2/C(=C(/O)c3ccccc3)C(=O)C(=O)N2C)cc1OC (stereo not drawn) | -9
O=C(Nc1ccc(F)c(F)c1)c1ccccc1 | 7
O=C(O)CSc1nnc(COc2ccccc2)n1-c1ccccc1 | 2

In the list so far, these contain fluorine.
smiles | Pf gamet viab
CCN1C(=NCc2ccco2)N[C@@H](c2cccc(C(F)(F)F)c2)C(C(=O)OC)=C1C | -12
CN(C)c1ccc(-c2nnc(-c3ccccc3F)o2)cc1 | 17
COc1ccc(CNCc2ccc(C(F)(F)F)cc2)cc1OC | -10
COC(=O)CCC(=O)N1CCCC(C(=O)c2cc(F)ccc2F)C1 (stereo not drawn) | 9
CC(C)(C)NC(=O)Cn1nnc(-c2ccc(OCc3c(F)cccc3Cl)cc2)n1 | 20
CCN(CC)CCNc1nc(C(F)(F)F)nc2c1nnn2Cc1ccccc1 | 5
CS(=O)(=O)N(CC(=O)O)c1cc(C(F)(F)F)ccc1Cl | 3
O=C(Nc1ccc(F)c(F)c1)c1ccccc1 | 7

Next results
smiles | Pf gamet viab
O=C(NCCc1cnc[nH]1)c1cccs1 | -7
NC(=O)c1ccc(-n2nnnc2SCC(=O)Nc2ccccc2)cc1 | 4
CCCOc1ccc(N2C(=O)CC(SCC(N)C(=O)OCC)C2=O)cc1 (stereo not drawn) | -1
CCC(C)(C)NC(=O)C(OC(=O)c1ccco1)c1ccc(OC)cc1 (stereo not drawn) | 7
Cc1ccc(S(=O)(=O)OCCC2=CC(=O)CCN2Cc2ccccc2)cc1 | 16
O=C1C2CCCCN2C(=O)N1CCCCN1CCN(c2cccc(Cl)c2)CC1 (stereo not drawn) | 22
CCC(=O)N(Cc1cc2ccccc2[nH]c1=O)c1ccccc1OC | -14
c1cc(-c2n[nH]c(-c3ccncc3)n2)ccn1 | 12
COc1ccccc1C(=O)NNS(=O)(=O)c1ccc(F)cc1 | 6
COc1cc([N+](=O)[O-])ccc1NC(=O)CN1C(=O)NC2(CCCCC2C)C1=O (stereo not drawn) | 8
Cc1ccc(NS(=O)(=O)c2ccc3c(c2)n(C)c(=O)n3C)cc1C | -13
COc1cccc(CNC2CCCCCCC2)c1OC | 4
O=[N+]([O-])c1cc([N+](=O)[O-])c(Oc2c(Cl)cccc2Cl)cc1NN1CCCCC1 | 22
O=C1N[C@@H](Cc2ccccc2)COC(=O)[C@H](Cc2ccc(F)cc2)CC/C=C/C[C@@H]1CC(=O)N(CCO)Cc1ccccc1 | -39
C=CCC[C@@H](Cc1ccc(F)cc1)C(=O)OC[C@H](C)NC(=O)[C@@H](CC=C)CC(=O)N[C@@H](CO)Cc1ccccc1 | -15
CS(=O)(=O)N1CCCC(C(=O)Nc2ccccc2C(F)(F)F)C1 (stereo not drawn) | -22
CC(=O)Nc1nnc(CCS(=O)(=O)c2ccc(C)cc2)s1 | -28
CCOC(=O)[C@H]1[C@H]2COc3ccc(Cl)cc3[C@@H]2N2C(=O)CNC(=O)[C@@]12C | 11
C=CCOc1ccccc1/C=N/NC(=O)Cc1ccc(C)cc1 | 9
O=C1N(Cc2ccccc2)c2ccc(Cl)cc2C12OCCO2 | 5
Cc1cccc(C(C)n2nnc3ccccc32)c1O (stereo not drawn) | 2
CCOC(=O)Cc1csc(NS(=O)(=O)c2ccc([N+](=O)[O-])cc2)n1 | 24
COc1ccccc1CCN1CCCC(CN(C)C(=O)CCC(=O)N(C)C)C1 (stereo not drawn) | 9
C#CCCc1cscc1/C=[N+](\[O-])c1ccc(C(=O)OCC)cc1 | 18
COc1ccc(-c2nnc3ccc(SCC(=O)N4CCN(c5ccccc5)CC4)nn23)cc1 | 8
COc1ccc2c(c1)OC[C@H]1[C@H]2N2C(=O)CN(Cc3ccc(C)cc3)C(=O)[C@@]2(C)[C@H]1c1ccccc1 | 2
Cc1cc(C)n(CCOc2ccc(Br)cc2)n1 | -31
CC1=C(C(=O)OCc2ccccc2)C(c2ccc(Br)cc2)NC(=O)N1CCCCCC(=O)O (stereo not drawn) | -12
O=C(NCCc1c[nH]c2ccccc12)c1ccco1 | -5
COc1ccc(N2CCC(N3CCN(C)C(CCO)C3)CC2)cc1 (stereo not drawn) | 5
O=C1c2ccccc2S(=O)(=O)c2cc(C(=O)N3CCN(c4ccccc4)CC3)ccc21 | -3
COc1cc(C[C@@H](C)[C@@H](C)Cc2ccc(O)c(OC)c2)ccc1O | 17
C=CCC1NS(=O)(=O)OCC1NC(=O)OCC(Cl)(Cl)Cl (stereo not drawn) | 1
Cc1ccc2c(c1)-c1ccccc1S(=O)(=O)N2 | -19
C[C@H](CO)N1C[C@H](C)[C@@H](CN(C)Cc2ccncc2)Oc2c(NC(=O)CCCCCC(=O)Nc3ccccc3N)cccc2C1=O | -34
CCOC(=O)[C@@H]1[C@H]2COc3cc(OC)ccc3[C@@H]2N2C(=O)N(c3ccc(OC)cc3)C(=O)[C@]12C | -9
O=C(CN1C(=O)c2ccccc2C1=O)NCc1ccc(F)cc1 | 9
O=C(NC1CCCCC1)c1ccc(N2CCOCC2)c([N+](=O)[O-])c1 | 29

The list is partial; the hit share may differ from the screen's.
